IDE cell activ – activators of human insulin-degrading enzyme in cells. AID 493087. activation, % at 5.96 µM. HEK cells, FAbeta-B cleavage, fluorescence polarization; 0% vehicle, 100% cell-free pure enzyme wells. hit rate 0.073% among 340,000;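 active means activation above the mean of all tested compounds plus 3 SD, set per screening campaign, cut at about 17% in these data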
IDE inh – inhibitors of human insulin-degrading enzyme in cells | inhibition, % at 5.59 µM | P14735 | hit rate 0.41% among 320,000 | HEK cells, FAbetaB cleavage, fluorescence polarization;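 active means percent inhibition above the average of all tested compounds plus 3 SD, set per screening campaign, cut at about 16% in these data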;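 further: IDE supplied by intact live HEK cells; FP after avidin binding of uncleaved biotin substrate so inhibition keeps polarization high; 0% = DMSO wells and 100% = 60 µM reference IDE inhibitor Ii1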
HCV NS3 hel inh – blocks Hepatitis C virus NS3 helicase unwinding | inhibition, % at 10.9 µM | hit rate 0.56% among 290,000 | NS3 helicase DNA unwinding, Cy5 molecular beacon fluorescence;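 active means inhibition above the mean of all tested compounds plus 3 SD, set per campaign, cut at about 35% in these data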;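 further: 0% = DMSO wells and 100% = thioflavine S control wells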
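System: HCV NS3 helicase fragment; control set: DMSO and thioflavine S; technique: Cy5 fluorescence at 0 and 60 min, beacon hairpin quenching; reagent: beacon DNA duplex substrate plus ATP; replicates: singlicate; schedule: 1 h reaction at 25 °C, ATP-initiated; medium: MOPS buffer pH 6.5 with MgCl2, DTT, Tween20, BSA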
PfM18AAP inh – blocks P. falciparum M18 aspartyl aminopeptidase | AID 1822 | recombinant PfM18AAP, H-Glu-NHMec fluorogenic cleavage | hit rate 1.2% among 290,000 | inhibition, % at 7.35 µM;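 active means inhibition above the campaign mean inhibition over all tested compounds plus 3 SD, cut at about 28% in these data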;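 further: 0% = plate median of test compound wells and 100% = 2 mM ZnCl2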
FID counter – displaces DNA intercalator in HCV helicase counter-screen | DNA fluorescent intercalator displacement, fluorescence | inhibition, % at 7.9 µM | hit rate 0.17% among 290,000; in the data active means inhibition above about 37%;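 further: 0% = vehicle and 100% = reference compound; higher means more ethidium bromide displaced from hairpin DNA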
IMP-1 inh – blocks Pseudomonas aeruginosa IMP-1 metallo-beta-lactamase; hit rate 0.45% among 290,000; inhibition, % at 5.6 µM; purified IMP-1, nitrocefin hydrolysis, epi-absorbance fluorescence; AID 1556;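 active means inhibition above the mean plus 3 SD of all compounds in the same screening run, cut at about 4.5% in these data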;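 further: 0% = IMP-1 with DMSO and 100% = DMSO wells lacking enzyme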
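assay system = purified recombinant IMP-1 metallo-beta-lactamase enzyme | schedule = 15 min preincubation plus 25 min reaction at 25 °C | signal = Epi-absorbance fluorescence, 480 nm excitation, 530 nm emission | read-out basis = percent inhibition from optical density relative to buffer-blank wells | controls = IMP-1 with DMSO as 0%, enzyme-free DMSO as 100%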
VIM-2 inh – inhibitors of Pseudomonas aeruginosa VIM-2 metallo-beta-lactamase. AID 1527. purified VIM-2, nitrocefin hydrolysis, epi-absorbance fluorescence. inhibition, % at 5.6 µM. hit rate 0.89% among 290,000;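 active means inhibition above the mean of all tested compounds plus 3 SD, cutoff set per screening run, cut at about 7.5% in these data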;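 further: red hydrolysis product quenches plate fluorescence so inhibitors raise well fluorescence; 0% = enzyme with DMSO and 100% = DMSO without enzyme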
pCIP destab – p/CIP protein destabilization. F442A p/CIP-EGFP cells, EGFP fluorescence, 16 h. decrease of EGFP signal, % at 10 µM. hit rate 0.01% among 290,000;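 active means EGFP signal decrease of at least 30% at 10 µM or well 3 SD below plate mean, unless failing retest; inactive means the rest, including hits failing retest or dose response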; further: some compounds called inactive have numbers as strong as hits; many of its hits are not listed in these tables
Target sequence (Q05BA5 1-1403): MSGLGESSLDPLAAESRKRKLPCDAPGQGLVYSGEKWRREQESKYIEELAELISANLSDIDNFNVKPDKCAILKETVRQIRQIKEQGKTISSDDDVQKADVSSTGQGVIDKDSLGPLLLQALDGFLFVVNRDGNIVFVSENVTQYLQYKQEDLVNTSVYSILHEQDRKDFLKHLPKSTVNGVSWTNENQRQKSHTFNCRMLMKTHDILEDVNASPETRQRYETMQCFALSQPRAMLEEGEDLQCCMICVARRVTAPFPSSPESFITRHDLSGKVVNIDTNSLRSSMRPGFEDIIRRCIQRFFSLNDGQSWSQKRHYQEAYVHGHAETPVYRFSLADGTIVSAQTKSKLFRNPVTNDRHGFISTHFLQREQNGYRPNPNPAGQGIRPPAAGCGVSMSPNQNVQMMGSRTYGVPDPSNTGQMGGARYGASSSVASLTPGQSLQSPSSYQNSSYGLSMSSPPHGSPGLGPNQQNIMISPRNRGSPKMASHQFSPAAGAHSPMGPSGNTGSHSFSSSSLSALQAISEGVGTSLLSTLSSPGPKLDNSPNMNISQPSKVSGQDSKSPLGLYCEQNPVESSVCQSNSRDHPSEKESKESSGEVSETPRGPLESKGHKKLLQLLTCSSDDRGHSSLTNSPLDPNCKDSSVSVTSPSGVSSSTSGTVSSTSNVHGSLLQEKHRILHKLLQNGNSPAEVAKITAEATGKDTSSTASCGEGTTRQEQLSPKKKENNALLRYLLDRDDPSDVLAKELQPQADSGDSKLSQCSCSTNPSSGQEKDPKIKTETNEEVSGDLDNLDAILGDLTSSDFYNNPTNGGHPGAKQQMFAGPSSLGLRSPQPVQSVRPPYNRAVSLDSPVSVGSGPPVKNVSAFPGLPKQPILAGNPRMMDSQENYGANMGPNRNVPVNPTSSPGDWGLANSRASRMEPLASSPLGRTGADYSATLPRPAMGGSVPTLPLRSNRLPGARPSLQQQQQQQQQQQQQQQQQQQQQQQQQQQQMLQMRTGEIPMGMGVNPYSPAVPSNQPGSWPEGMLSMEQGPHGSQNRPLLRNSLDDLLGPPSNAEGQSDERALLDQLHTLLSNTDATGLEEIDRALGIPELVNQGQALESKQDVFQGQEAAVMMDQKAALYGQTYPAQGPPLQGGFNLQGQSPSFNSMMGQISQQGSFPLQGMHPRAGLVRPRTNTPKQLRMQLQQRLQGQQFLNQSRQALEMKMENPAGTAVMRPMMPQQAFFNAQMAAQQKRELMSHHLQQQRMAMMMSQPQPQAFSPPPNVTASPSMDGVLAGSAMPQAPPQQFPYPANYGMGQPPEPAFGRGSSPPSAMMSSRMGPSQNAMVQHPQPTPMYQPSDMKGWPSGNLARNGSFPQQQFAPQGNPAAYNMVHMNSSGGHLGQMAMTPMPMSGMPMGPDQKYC
UBC9 SUMO inh – blocks human SUMOylation mediated by UBC9; P63279; HTRF SUMOylation assay, SAE1/SAE2 + UBC9, in vitro; inhibition, % at 35 µM; hit rate 0.36% among 290,000; in the data active means inhibition above about 50%, passing the limit was not always enough; further: strong numbers were not always called active
Starred values were filed as active, the others as inactive; . = no result given; & = joins results of further samples. This is a random part of the collection; overall some 3.6% were active at least once.

SMILES	IDE cell activ	IDE inh	HCV NS3 hel inh	PfM18AAP inh	FID counter	IMP-1 inh	VIM-2 inh	pCIP destab	UBC9 SUMO inh
O=c1[nH]nc(SCCS(=O)(=O)c2ccc(F)cc2)n1-c1ccccc1	.	2	-12	0	-11	-1.1	-0.5	-8	7
CC(=O)N(c1ccccc1)c1nnc(-c2cnc(C)cn2)s1	-1	4	2	1	-7	-2.8	-3.6	-9	17
CC1(C)Cc2c(cnn2-c2ccccc2)C(NC(=O)CCCN2CCCCC2=O)C1 (stereo unspecified)	5	-4	-4	-7	-40	-0.9	1.1	-8	6
COC(=O)/C(=C\Nc1ccc(OC)cc1)NC(=O)c1ccc(Cl)cc1Cl	1	4	-2	2	-4	-2.2	-2.9	-6	11
O=c1[nH]c(CSc2nc3ccccc3[nH]2)nc2c1cnn2-c1ccccc1	-2	12	-12	-1	-12	-2.9	-2.4	8	-10
Cc1cc(NC(=O)CN2CCCC2c2nc3ccccc3s2)no1 (stereo unspecified)	1	0	-1	1	-10	-4.1	-3.8	-18	8
Cn1c(SCC(=O)NC2CCCCC2)nnc1-c1ccncc1	1	-6	26	-4	-9	2.3	0.9	0	9
CCCCOP(=O)(c1ccc(N(C)C)cc1)C(O)c1ccc(N(C)C)cc1 (stereo unspecified)	5	3	-20	34*	-31	-1.9	0.8	-13	15
O=C(Nc1nccs1)c1cc(-c2ccccn2)nc2c(Cl)cccc12	-1	-3	20	-1	-17	-3.5	-3.6	3	22
Cn1cccc1C(=O)Nc1nc(-c2ccccn2)cs1	4	-1	14	20	-8	-8.3	-4.0	-10	32
CCN(CC)C(=O)c1cn(C)c(=O)c2cc(OC)c(OC)cc12	-5	3	0	-17	-3	-1.4	-0.1	-9	27
Nc1nc(SCC(=O)Nc2cc(S(=O)(=O)N3CCOCC3)ccc2Cl)n[nH]1	1	2	-6	2	-2	-2.1	0.3	4	-2
N#Cc1ccc(C(=O)OCC(=O)Nc2ccc(N3CCOCC3)cc2)cc1	8	4	25	-1	-3	-2.2	-3.2	-32	-2
CCOC(=O)c1c(S(=O)(=O)NCC(=O)Nc2cccc(F)c2)c(C)n(C)c1C	7	1	-1	3	-15	0.3	-3.0	-4	.
Cc1onc(-c2ccccc2)c1C(=O)N1CCN(S(=O)(=O)c2ccc(Cl)cc2)CC1	-4	-4	-6	4	-37	0.0	-2.2	-3	3
S=C1NC(c2ccccc2)=NCN1c1ccc(Br)cc1	6	-3	0	27	-5	1.4	-4.8	0	-12
CCCCN1C(=O)C(NC(=O)C2CC2)(C(F)(F)F)C2=C1CC(C)(C)CC2=O (stereo unspecified)	-1	2	8	0	-9	-1.0	-1.2	-4	-6
COC(=O)c1ccccc1NC(=O)CSc1nnc(-c2ccoc2C)n1C	3	4	5	-1	-18	-2.4	-4.2	-4	6
CC(=O)C1=C(C)Nc2ncnn2C1c1ccc(Cl)cc1Cl (stereo unspecified)	0	-3	8	-3	-6	-0.1	-1.9	-13	14
O=C(Nc1cccc(Cl)c1)c1cccnn1	-3	4	4	-6	-5	-1.2	0.6	-3	10
Cc1cc(C)c(-c2cc(NC(=O)CSc3n[nH]c(N)n3)n(-c3ccccc3)n2)cc1C	-3	1	-11	1	-12	-3.0	-4.2	-17	-8
C#CC(C)(C)NC(=S)NC1CC2C=CC1C2 (stereo unspecified)	-1	-5	-12	6	-4	-2.3	-4.3	-1	7
COc1ccccc1C(=O)NCCCN1CCCC1=O	-3	2	-5	-5	1	0.2	2.2	-7	-7
CCOC(=O)N1CCC2(CC1)C(C#N)=C(N)Oc1n[nH]c(CSc3ccc(C)cc3)c12	7	4	11	5	-35	-3.2	-2.5	5	-10
O=C(NCc1csc(-c2cccs2)n1)Nc1cccc(Cl)c1	-5	8	-6	-3	-8	-3.3	-2.1	-14	7
O=C(N/N=C/c1ccco1)c1cc(C2CC2)[nH]n1	3	-1	3	-2	-7	-2.8	-3.9	-7	20
Cc1ccc(-c2nn(CCC(=O)NC(C)C)c(=O)c3ccccc23)cc1	4	6	1	-8	-26	-1.3	1.8	1	24
COC(=O)C(NC(=O)c1cccnc1Cl)C(C)C (stereo unspecified)	4	3	1	-1	-1	-2.2	-1.5	-1	-15
COc1cc(NC(=O)c2ccco2)ccc1NC(=O)C(C)C	5	-1	0	1	-2	-3.3	-2.7	3	1
O=C(O)c1ccccc1C(=O)NC1CCCc2ccccc21 (stereo unspecified)	6	4	2	-6	-3	-3.4	-2.4	-1	-2
O=C(c1oc(=O)c2ccccc2c1-c1ccccc1)N1CCN(C2CCCCC2)CC1	5	1	0	5	0	-0.7	-2.2	4	1
Nc1cc(-c2ccc(Br)cc2)nc2cc(-c3ccccc3)nn12	-5	-2	-10	0	14	-2.1	-2.1	-1	14
C=CCn1cnc2c(c1=O)c1nc3ccccc3nc1n2/N=C/c1cccc(OC)c1OC	-4	1	.	.	.	.	.	-25	-13
CC1CC(C)(C)NC(=S)N1CCC(=O)NCCc1ccc(Cl)cc1 (stereo unspecified)	3	2	4	0	-13	-3.7	-1.9	1	-3
O=S(=O)(NC1CCCCC1Oc1ccccc1)c1ccc(Cl)cc1 (stereo unspecified)	2	-2	2	2	-17	-3.7	-2.1	-5	-14
Cc1ccccc1NC(=S)c1ccc2ccccc2n1	7	1	1	41*	-7	-1.6	-2.5	0	-10
COc1ccc(-n2ncc(N(C)n3cccc3)c(Cl)c2=O)cc1	-1	4	4	6	-7	-3.5	-4.8	-3	18
Cc1ccc(-c2nnc(SCC#CCOC(=O)c3cccs3)o2)cc1	0	4	-7	9	-23	-2.1	-3.8	-2	5
NC(=O)c1cc(Cc2ccccc2)sc1NC(=O)c1ccco1	-5	9	-10	35*	1	-3.7	-2.6	-14	4
COc1ccc(CNC(=O)COC(=O)CCC(=O)c2cccs2)cc1	2	-2	0	2	-10	-3.5	-2.8	-8	6
O=C(CCN1C(=O)COc2ccccc21)NCCN1CCc2ccccc2C1	0	5	-2	-8	10	-0.2	2.7	-2	-3
CC(C)C[C@H](NC(=O)c1[nH]cnc1C(=O)N[C@@H](C)C(=O)OCc1ccccc1)C(=O)OC(C)(C)C	2	5	-17	1	-55	-3.2	-1.5	-11	-23
Cc1ccccc1NC(=O)COC(=O)CN1C(=O)NC(C)(C)C1=O	0	-1	0	-1	-5	-3.5	1.7	-10	24
COc1ccc(OC)c(CC(=O)NC(c2ccccc2)c2ccccc2)c1	2	-1	-6	-2	-30	-1.2	-0.9	7	-10
COc1ccc(N2CCN(CC(=O)N3c4ccccc4CC3C)CC2)cc1 (stereo unspecified)	2	3	1	12	-19	-2.4	-5.2	-10	-3
CNC(=O)/C(C#N)=C\c1ccc(CNS(=O)(=O)c2ccccc2)o1	0	6	-10	-1	-3	-2.4	-2.8	1	-4
Cc1c(S(=O)(=O)Nc2ccc3c(c2)OCCO3)cnn1C	5	-2	-9	-7	1	-1.7	0.1	0	6
CCCNC(=O)C1CCN(c2nc(C)cc(C)n2)CC1	0	5	-1	-4	-4	-3.1	-1.5	-6	14

An excerpt from above with just IDE inh, IDE cell activ and pCIP destab:
Compound | IDE inh | IDE cell activ | pCIP destab
CCCNC(=O)C1CCN(c2nc(C)cc(C)n2)CC1 | 5 | 0 | -6
O=C(CCN1C(=O)COc2ccccc21)NCCN1CCc2ccccc2C1 | 5 | 0 | -2

Next part.
SMILES	IDE cell activ	IDE inh	HCV NS3 hel inh	PfM18AAP inh	FID counter	IMP-1 inh	VIM-2 inh	pCIP destab	UBC9 SUMO inh
COc1ccc(NC(=O)Nc2ccc(F)c(Cl)c2)cc1	-2	-2	1	8	15	-1.8	-0.2	21	1
CCN(CC)CCNC(=O)CNC(=O)c1nn(-c2ccc(OC)c(OC)c2)c(=O)c2ccccc12	-1	8	13	0	4	-5.0	-1.3	-8	-8
COc1cc(NC(=O)c2cccs2)ccc1NC(=O)c1cc2ccccc2o1	2	1	-4	-12	-7	-1.1	1.5	-11	25
O=C(c1ccccc1NS(=O)(=O)c1cccs1)N1CCCC1	-1	5	-3	2	-4	-3.2	-1.6	-13	10
COc1ccc(NC(=S)Nc2ccccc2)cc1	3&3	1&-2	-4&-1	8&1	-12&-3	-2.1&-1.1	0.8&-1.1	-4&6	0&9
COc1ccccc1OC(=O)CCN1c2ccccc2Sc2ccccc21	0	3	-8	-9	-12	0.5	0.1	-1	-10
Cc1nc(N2CCOCC2)nc(N2CCC(C)CC2)c1[N+](=O)[O-]	0	-5	-1	7	-15	-1.9	0.9	15	-14
O=C(Nc1nnc(C2CC2)s1)c1cc(Cl)sc1Cl	4	1	10	-3	-21	-4.4	-3.3	-19	10
CC(=O)Cc1nsc(NC(=O)c2c(-c3ccccc3Cl)noc2C)n1	3	-9	24	4	-13	-4.1	-0.4	14	-7
COc1cccc(C(=O)Nc2ccc(NC(C)=O)cc2)c1	2	-3	-2	1	-9	-5.3	-2.5	-12	-4
CS(=O)(=O)ON=C1CCN(S(=O)(=O)c2ccccc2)CC1	-7	4	2	2	1	-4.1	-2.2	12	9
Cc1cc(S(=O)(=O)NC2CC(C)(C)NC(C)(C)C2)c(Cl)cc1Cl	-3	3	-9	1	15	-3.8	-0.8	-4	6
CCOc1cc(CNn2cnnc2)cc(Cl)c1OCC(=O)NC(C)(C)C	8	-2	-7	1	-30	-0.1	0.6	-11	0
Cc1ccccc1C(=O)c1ccc2c(c1)n(C)c(=O)n2C	-1	9	5	3	-16	-3.8	-3.5	3	22
Cc1ccc(NC(=O)COc2cccnc2[N+](=O)[O-])cc1S(=O)(=O)N1CCCCC1	3	3	-7	1	-3	-2.0	-1.0	9	-4
O=C(CN1C(=O)S/C(=C\c2ccc(F)cc2)C1=O)NC1C=CS(=O)(=O)C1 (stereo unspecified)	3	2	-2	5	-2	0.4	-2.1	-4	.
Cc1ccc(NC(=O)C2CCCN(S(=O)(=O)c3cccc4cccnc34)C2)cc1 (stereo unspecified)	-2	11	-4	4	-41	-2.5	-2.1	12	-7
CC(C)c1ccc(NC2CCCN(C(=O)CCn3cnnn3)C2)cc1 (stereo unspecified)	6	-2	-3	2	-23	-0.3	-1.7	2	-11
Cc1nn(-c2ccc(F)cc2)c(Cl)c1/C=C/C(=O)OCC(=O)Nc1ccc(F)cc1F	1	0	11	-1	-2	-2.3	-3.5	-7	3
Cc1cc(C(=O)N2CCCC(CNS(=O)(=O)c3cccs3)C2)nn1C (stereo unspecified)	5	-1	-3	-3	-6	-4.3	-0.2	-12	2
COc1ccc(OC)c2c1cc(C(=O)N[C@H](C(=O)N1CCC[C@H]1C(=O)O)C(C)C)n2C	7	3	25	8	-23	-0.9	-0.3	9	3
COc1ccc(CCC(C)NCc2ccccc2OC)cc1 (stereo unspecified)	-2	-2	5	-1	8	-0.2	-0.3	-8	6

Screening results (PubChem)
